# HePTP inh – inhibitors of human HePTP phosphatase, primary screen, biochemical, absorbance, leukemia target; Tyrosine-protein phosphatase non-receptor type 7 (Homo sapiens), P35236; actives 0.64% (n = 110,000); inhibition, % at 20 µM; recombinant HePTP phosphatase activity, OD absorbance; in the data active = inhibition above about 50%;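 also: plate controls were vehicle for no effect and reference inhibitor for full effect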
# Target sequence (P35236 whole entry, looked up): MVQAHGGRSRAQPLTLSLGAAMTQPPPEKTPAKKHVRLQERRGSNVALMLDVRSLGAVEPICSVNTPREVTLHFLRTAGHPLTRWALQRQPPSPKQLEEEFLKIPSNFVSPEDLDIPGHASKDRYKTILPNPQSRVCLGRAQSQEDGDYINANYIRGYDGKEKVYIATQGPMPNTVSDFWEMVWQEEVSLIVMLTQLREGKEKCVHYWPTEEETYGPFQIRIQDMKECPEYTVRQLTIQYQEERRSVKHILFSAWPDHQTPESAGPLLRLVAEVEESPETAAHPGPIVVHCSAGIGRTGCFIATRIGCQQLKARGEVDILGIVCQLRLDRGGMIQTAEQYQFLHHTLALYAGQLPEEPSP
# BAP1 block – inhibitors of BAP1 deubiquitinase, primary screen, biochemical, Ub-AMC fluorescence, kinetic; AID 436, 2006; Ubiquitin carboxyl-terminal hydrolase BAP1 (Homo sapiens), Q92560; actives 0.48% (n = 72,000); activity remaining (% of control), % at 20 µM; recombinant BAP1, Ub-AMC hydrolysis fluorescence kinetic; active compounds read low;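 active = activity remaining at or below 50% of control, provided the compound also passes the data quality filters; inactive = the rest, including low values that fail the filters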;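 also: 100% = DMSO wells rate and 0% = substrate alone blank rate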
# Target sequence (Q92560 whole entry, looked up): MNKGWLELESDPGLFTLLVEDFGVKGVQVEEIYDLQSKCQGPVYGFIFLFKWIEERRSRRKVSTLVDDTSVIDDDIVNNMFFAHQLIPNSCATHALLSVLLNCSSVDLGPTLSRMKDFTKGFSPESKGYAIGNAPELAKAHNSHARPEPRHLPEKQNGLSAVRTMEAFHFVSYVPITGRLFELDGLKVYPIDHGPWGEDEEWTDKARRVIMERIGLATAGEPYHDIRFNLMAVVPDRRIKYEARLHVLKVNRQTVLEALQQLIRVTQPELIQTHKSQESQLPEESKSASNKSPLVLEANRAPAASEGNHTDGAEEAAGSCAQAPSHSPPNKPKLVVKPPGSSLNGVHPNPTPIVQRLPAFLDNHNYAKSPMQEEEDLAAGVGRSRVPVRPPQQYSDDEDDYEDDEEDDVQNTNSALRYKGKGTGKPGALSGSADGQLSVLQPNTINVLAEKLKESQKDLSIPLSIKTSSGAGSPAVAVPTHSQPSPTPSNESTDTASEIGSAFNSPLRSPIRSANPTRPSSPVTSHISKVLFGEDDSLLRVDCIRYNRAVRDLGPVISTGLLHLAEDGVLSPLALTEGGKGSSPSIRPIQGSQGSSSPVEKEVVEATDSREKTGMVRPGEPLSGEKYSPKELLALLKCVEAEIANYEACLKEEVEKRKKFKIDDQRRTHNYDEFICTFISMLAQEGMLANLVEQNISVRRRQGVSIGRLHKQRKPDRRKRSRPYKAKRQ
# Active calls of the source: *; / = no result given; & = joins results of further samples.
SMILES,HePTP inh,BAP1 block
CCSC1=C(C#N)C(c2cccc(O)c2)CC(=O)N1 (stereo not drawn),1,99
CCCN1CCC(N(C)CCc2ccc(OC)c(OC)c2)CC1,7,94
Cc1nnc(SCC(=O)Nc2ccc3c(c2)COC3=O)n1-c1ccccc1,-4,93
COc1cc(C(=O)Nc2ccc(S(=O)(=O)N3CCCCC3C)cc2)cc(OC)c1OC (stereo not drawn),-1,87
COc1ccc(NC(=O)c2cc3nc(-c4cccs4)cc(C(F)(F)F)n3n2)c(OC)c1,/,77
Cc1cc(C)n(C(=O)COc2ccc(Br)cc2)n1,9,/
CC1CN(C(c2cccs2)c2sc3ncnn3c2O)CC(C)O1 (stereo not drawn),-10,94
O=C(c1cc2nc(-c3ccccc3)cc(-c3ccccc3)n2n1)N1CCCC1,-4,/
CN1C(=O)/C(=N/OC(=O)c2ccccc2F)c2ccccc21,-5,/
Cc1ccc(C)c(N2CCN(C(=O)Cn3cccc3)CC2)c1,-10,98
O=C(COc1ccc(Br)cc1)Nc1ccc(OC(F)(F)F)cc1,9,/
O=C(Nc1ccccc1N1CCN(c2ccccc2)CC1)C1CCCCC1,9,72
O=C(c1cc(-c2ccco2)on1)N1CCCc2ccccc21,6,83
CCOc1cc2[nH]c(=S)n(CCCCC(=O)NCc3ccco3)c(=O)c2cc1OCC,10,35*
O=C(Cc1cc(=O)[nH]c(=O)[nH]1)NCCN1CCOCC1,-4,99
COc1ccc(C(=O)Nc2nc(N)n(-c3ccccc3)n2)cc1OC,8,85
CCCOC1(NC(=O)c2ccccc2)C(C)=CC(=O)C=C1C,-1,87
O=C(c1cc2ccccc2oc1=O)N(Cc1cccs1)C1CCS(=O)(=O)C1 (stereo not drawn),-4,95
CCOC(=O)C1C(=O)C=C(C=Cc2cccs2)CC1c1ccccc1 (stereo not drawn),/,107
Cc1ccc2c(c1)[nH]c1c(=O)n(Cc3ccccn3)cnc12,-1,75
COc1cc(CN2CCN(Cc3ccc(Cl)cc3)CC2)cc(OC)c1O,-2,/
COc1ccc(C2=NOC(C(=O)Nc3cc(Br)ccc3O)C2)cc1OC (stereo not drawn),8,99
O=C(Nc1ccon1)c1csc2ccccc12,-1,102
CN1CCN(C(=O)c2ccc(CS(=O)(=O)c3c(Cl)cccc3Cl)o2)CC1,14,101
O=C1C2C3C=CC(C4CC34)C2C(=O)N1c1ccccc1F (stereo not drawn),6,/

# Other structures:
SMILES,HePTP inh,BAP1 block
Cc1ccc(S(=O)(=O)N2CCC(N3CCCCCC3)CC2)cc1,5,79
Cn1c(SCC(=O)NCc2ccccc2)nc2ccccc21,13,85
COc1ccc(N2C(=O)/C(=C\c3cc(OC)ccc3OC)SC2=S)cc1,7,/
Cn1c(CNC(=O)Nc2ccccc2Cl)nnc1SCc1ccccc1,3,112
CCOC(=O)c1ccc(NCc2nc3ccccc3[nH]2)cc1,-7,102
Cc1ccc(-c2cc3nc(C)c(C)c(C(C)(C)C)n3n2)cc1,2,/
Cn1c(OCc2cccnc2)nc2c1c(=O)n(Cc1ccccc1)c(=O)n2C,0,98
O=C(CC1(O)C(=O)Nc2ccc(Br)cc21)c1ccco1 (stereo not drawn),2,/
Cc1cc(NC(=O)c2ccc(Br)c(S(=O)(=O)N3CCCC3)c2)no1,8,103
O=C(O)/C=C/c1cccc(/C=C/C(=O)O)c1,2,/
Cc1noc(NS(=O)(=O)c2ccc(N3CC(O)=C(c4ccccc4)C3=N)cc2)c1C,-3,102
C=CCOc1ccc(-c2nc3sc4c(c3c(=O)[nH]2)CCCC4)cc1Br,10,/
CC(C)C(C(=O)C=[N+]=[N-])N1C(=O)c2ccccc2C1=O (stereo not drawn),4,93
CCOc1cc(C2C(C(=O)OC(C)C)=C(C)NC3=C2C(=O)CCC3)cc([N+](=O)[O-])c1O (stereo not drawn),2,/
COc1ccc(C2CCCN2C(=O)c2cccs2)cc1 (stereo not drawn),2,100
Cc1ccc2nc(SCC(=O)Nc3nc4ccccc4s3)[nH]c2c1,6,/
O=C(Oc1cccc2cccnc12)c1cccc(-n2cnnn2)c1,1,89
CC1(C)CC(NC(=O)C(=O)Nc2ccc(Cl)cc2)CC(C)(C)N1,7,/
COc1cccc(/C=C2/C=C(c3ccc(C)cc3)OC2=O)c1,7,/
CCN(CC(F)(F)C(F)F)S(=O)(=O)c1ccc(NC(=O)OC)cc1,3,93
OCCN1CCN(C(=S)c2ccc(Cl)c(Cl)c2)CC1,28,69
Cc1cc(C)nc(SCCN2CCCCC2)n1,-8,/
COc1ccc(OC)c(NC(=O)CCN2CCN(Cc3ccccc3)CC2)c1,8,124
O=C(O)C(CCCCN1C(=O)c2ccccc2C1=O)N1C(=O)c2ccccc2C1=O (stereo not drawn),7,97
Cc1cc(NCCCN(C)C)n2c(nc3ccccc32)c1C#N,-3,/

# Additional entries
SMILES,HePTP inh,BAP1 block
O=C(Nc1ccc(Cl)c(Cl)c1)Nc1nnc(/C=C/c2ccccc2)s1,12,/
COc1cc(C(=O)n2nnc3ccccc32)c([N+](=O)[O-])cc1OC,-2,/
COC(CCN(C)C)(c1ccccc1)c1ccccc1,2,102
Cc1ccc2[nH]c3c(NCc4ccco4)ncnc3c2c1,3,/
O=C(Nc1nc(-c2ccccn2)cs1)C1CC1,6,92
COc1ccc(S(=O)(=O)N2CCN(S(=O)(=O)c3ccccc3)CC2)cc1,29,/
Cc1cc(=O)oc(C)c1C(=O)OCC(=O)c1ccccc1,4,87
CC(=O)Nc1ccccc1NC(=O)CCc1ccccc1,3,/
Cc1ccnc(SCC(=O)N2CCN(c3cccc(Cl)c3)CC2)n1,-4,96
CCC(Sc1nnc(C)s1)C(=O)Nc1nccs1 (stereo not drawn),5,118
COC(=O)C1CCN(C(=O)C(C)Oc2ccc(Cl)cc2Cl)CC1 (stereo not drawn),7,77
Cc1cc(-c2c(C)n([O-])c(C)c(C)[n+]2=O)ccc1F,7,/
COc1cc2c(cc1OC)C(/C(C#N)=N\O)=NC(C)(C)C2,2,89
Cc1ccc(NC(=O)CS(=O)CC(=O)Nc2cccc(C)c2C)cc1F (stereo not drawn),-9,91
O=C(COc1ccccc1)Nc1nc2ccccc2s1,5,/
Cc1ccc2[nH]c(=O)c(C(=O)/C=C\c3ccc(Br)cc3)c(-c3ccccc3)c2c1,-3,/
O=S1(=O)CCC(NC(=S)N/N=C/c2cccc(Oc3ccccc3)c2)C1 (stereo not drawn),-10,/
CNC(=O)Nc1cccc(NC(=O)NC)n1,3,52
c1cc2nnnn2nc1N1CCCCC1,4,110
CCOCCOC(=O)C1=C(C)NC(=O)NC1c1ccc(C)cc1 (stereo not drawn),/,95
COc1ccccc1NC(=O)c1ccccc1NC(=O)c1ccccc1Cl,6,/
O=S(=O)(c1cccc(-c2nc3ccccc3s2)c1)N1CCCC1,4,116
Cc1ccc(-c2noc(CCC(=O)N(C)c3ccccc3C)n2)cc1,4,101
Brc1ccc(CSc2nnc(Cc3c[nH]c4ccccc34)o2)cc1,6,66
Cc1ccnc(NS(=O)(=O)c2ccc(NS(=O)(=O)c3c(C(C)C)cc(C(C)C)cc3C(C)C)cc2)n1,/,109

# In the list so far, these have an aryl thioether with sulfur outside any ring.
SMILES,HePTP inh,BAP1 block
Cc1nnc(SCC(=O)Nc2ccc3c(c2)COC3=O)n1-c1ccccc1,-4,93
Cn1c(SCC(=O)NCc2ccccc2)nc2ccccc21,13,85
Cn1c(CNC(=O)Nc2ccccc2Cl)nnc1SCc1ccccc1,3,112
Cc1ccc2nc(SCC(=O)Nc3nc4ccccc4s3)[nH]c2c1,6,/
Cc1cc(C)nc(SCCN2CCCCC2)n1,-8,/
Cc1ccnc(SCC(=O)N2CCN(c3cccc(Cl)c3)CC2)n1,-4,96
CCC(Sc1nnc(C)s1)C(=O)Nc1nccs1 (stereo not drawn),5,118
Brc1ccc(CSc2nnc(Cc3c[nH]c4ccccc34)o2)cc1,6,66

# New compounds follow.
SMILES,HePTP inh,BAP1 block
COc1cc(OC)c(OC)cc1CN1CCN(C(=O)c2ccccc2)CC1,-6,/
COc1ccc(C(=O)NCc2cn3ccccc3n2)cc1,0,95
CC1CCc2c(sc(NC(=O)CCN3C(=O)c4ccccc4C3=O)c2C(N)=O)C1 (stereo not drawn),5,/
COc1cc(CN2CCC(C(=O)N3CCCC(C)C3)CC2)cc(Br)c1O (stereo not drawn),5,104
CCc1nn(CC(=O)N2CCN(Cc3ccc4c(c3)OCO4)CC2)c(=O)c2cc3occc3n12,2,95
CCOC(=O)c1[nH]c(C)c(C(=O)N(CC)CC)c1C,-4,89
Cc1[nH]n(-c2ccccc2)c(=O)c1/C=N/c1ccccn1,-1,93
CCc1nnc(SCc2ccc(CSc3nnc(CC)n3N)cc2)n1N,-1,141
COc1ccccc1C(=O)NCCn1cc(SCC(=O)Nc2cc(C)on2)c2ccccc21,/,97
COc1ccc(N2C(=O)NC(=O)/C(=C/c3cc(Cl)c(OCCOc4ccccc4)c(OC)c3)C2=O)cc1,7,/
CC(C)(C)C(=O)Cn1c(=N)n(Cc2ccccc2)c2ccccc21,5,102
CCOC(=O)C1=C(Cn2ccc(C(F)(F)F)n2)NC(=O)NC1c1ccc2c(c1)OCO2 (stereo not drawn),14,82
CC[n+]1cc(-c2ccccc2)nc(N2CCOCC2)n1,8,127
CCOC(=O)CC1=CC(C)(CC(=O)OCC)C(C#N)(C#N)C(N)=C1C#N (stereo not drawn),7,112
N#Cc1c(-c2ccc(Cl)cc2Cl)nc2n(c1=O)CCS2,3,/
Cc1ccccc1-n1c(N)c(C#N)c2nc3ccccc3nc21,-8,/
CC(C)c1cc(C(C)C)c(S(N)(=O)=O)c(C(C)C)c1,-6,/
CC(=O)Nc1ccc(S(=O)(=O)N/N=C(\C)c2cccs2)cc1,-19,/
COc1cc(C(=O)Nc2nc(C(C)(C)C)cs2)cc(OC)c1OC,-18,/
CN1CCN(Cc2nc(N)nc(Nc3ccc4c(c3)OCCO4)n2)CC1,2,105
CN(C)c1ccc(/C=C/C(=O)c2c(-c3ccccc3)c3cc(Cl)ccc3[nH]c2=O)cc1,-12,/
N=c1c(C(=O)NCc2ccco2)cc2c(=O)n3ccccc3nc2n1CCc1ccccc1,11,/
C/C(=C\C(=O)c1ccc(Cl)cc1)Nc1ccc(Br)c(C)c1,-2,/
CCOC(=O)N1CCN(Cc2cn3ccccc3n2)CC1,1,100
Cc1cccc(NC(=O)c2cc(=O)c3ccccc3o2)c1C,/,109

# Gathered by group, the compounds so far containing a nitro group on carbon (two)
SMILES,HePTP inh,BAP1 block
CCOc1cc(C2C(C(=O)OC(C)C)=C(C)NC3=C2C(=O)CCC3)cc([N+](=O)[O-])c1O (stereo not drawn),2,/
COc1cc(C(=O)n2nnc3ccccc32)c([N+](=O)[O-])cc1OC,-2,/

# Remaining list, next part.
SMILES,HePTP inh,BAP1 block
CCn1c(=O)n(CC)c2cc(S(=O)(=O)N3CCC(c4ccccc4)CC3)ccc21,11,122
COc1ccc(C(C)(C)C)cc1NC(=O)COC(=O)c1cnc(C)cn1,2,/
O=C(/C=C\Nc1ccccc1[N+](=O)[O-])c1ccc2c(c1)OCO2,-4,/
O=C(Cc1ccccc1)Nc1ccc(C(=O)Nc2nccs2)cc1,-4,/
O=C1OC(c2ccc(Cl)cc2)=C/C1=C\c1cccc([N+](=O)[O-])c1,-14,/
Cc1cccc(NC(=O)COc2ccc(C(C)C)cc2)c1C,8,/
O=C(Cn1cnc2c(nnn2Cc2ccccc2)c1=O)N1CCN(c2ccccc2)CC1,-2,99
Cc1ccccc1NC(=O)COc1ccccc1,-3,/
Cc1ccc(C(=O)Nc2cc(-c3nc4ccccc4o3)ccc2Cl)cc1[N+](=O)[O-],/,99
O=C(c1ccccc1)C(Sc1ncn[nH]1)c1ccccc1 (stereo not drawn),0&-5,92
Cc1ccc(-c2ncnn2-c2ccc(Cl)cc2)cc1,5,/
CCN1C(=O)/C(=C\c2ccc(OS(=O)(=O)c3ccccc3[N+](=O)[O-])c(OC)c2)SC1=S,6,/
CSCCC1NC2(C(=O)Nc3c(Cl)cccc32)[C@@H]2C(=O)N(C3CCCC3)C(=O)[C@H]12 (stereo partly drawn),-4,82
CCCc1n[nH]c(=O)[nH]1,-9,104
O=S(=O)(c1ccc(OCC(O)CN2CCN(c3ccccc3)CC2)cc1)N1CCOCC1 (stereo not drawn),12,110
COc1ccc(Cl)cc1C(=O)NC(C)c1ccccc1 (stereo not drawn),12,/
Cc1[nH]n(-c2ccc(Cl)c(C(=O)O)c2)c(=O)c1/C=C1\C=c2ccccc2=NC1=O,-4,/
O=C1/C(=C\c2cccc(C(F)(F)F)c2)SC(=S)N1c1cccc(Cl)c1,7,/
CCOC(=O)c1ccc(NC(=O)Cn2nnc(-c3ccccc3)n2)cc1,10,78
Cc1ccc(CN2CCN(C3CCCC3)CC2)cc1,4,/
Cc1c(C(=O)NN2CCOCC2)cccc1[N+](=O)[O-],-11,/
CC(=O)N(c1ccccc1)C1C=CS(=O)(=O)C1 (stereo not drawn),-6,/
COc1cccc(/C=C2\SC(N3CCCC3)=NC2=O)c1OC,-2,/
CS(=O)(=O)N(CC(=O)NC1CC1)c1cccc(F)c1,2,75
CCCOc1ccc(C(=O)Nc2ccc(O)cc2C(=O)O)cc1,8,/
O=C(COc1ccc2ccccc2c1)Nc1ccccc1F,5,/
COCCN1C(=O)C(=O)/C(=C(/O)c2ccccc2)C1c1ccc(OC)cc1 (stereo not drawn),2,/
O=c1c2ccccc2[nH]c(=S)n1CCCN1CCN(C2CCCCC2)CC1,-8,58

# Some of the entries so far, with bars between the fields.
structure | HePTP inh | BAP1 block
O=C(Cn1cnc2c(nnn2Cc2ccccc2)c1=O)N1CCN(c2ccccc2)CC1 | -2 | 99
CC(=O)N(c1ccccc1)C1C=CS(=O)(=O)C1 (stereo not drawn) | -6 | /
CCn1c(=O)n(CC)c2cc(S(=O)(=O)N3CCC(c4ccccc4)CC3)ccc21 | 11 | 122
Cc1c(C(=O)NN2CCOCC2)cccc1[N+](=O)[O-] | -11 | /

# Screens deposited in PubChem BioAssay by several laboratories.
